High-throughput results: PubChem, several laboratories
CHRM1 PAM – potentiates human M1 receptor response to acetylcholine | activation, % at 3 µM | 360,000 tested, 0.088% active | CHO-K1 hM1, Fluo-8 calcium fluorescence, ACh EC20; 0% = ACh EC20, 100% = maximal ACh | AID 588819; in the data active means activation above about 19%, passing the limit was not always enough
Target sequence (P11229 whole entry, looked up): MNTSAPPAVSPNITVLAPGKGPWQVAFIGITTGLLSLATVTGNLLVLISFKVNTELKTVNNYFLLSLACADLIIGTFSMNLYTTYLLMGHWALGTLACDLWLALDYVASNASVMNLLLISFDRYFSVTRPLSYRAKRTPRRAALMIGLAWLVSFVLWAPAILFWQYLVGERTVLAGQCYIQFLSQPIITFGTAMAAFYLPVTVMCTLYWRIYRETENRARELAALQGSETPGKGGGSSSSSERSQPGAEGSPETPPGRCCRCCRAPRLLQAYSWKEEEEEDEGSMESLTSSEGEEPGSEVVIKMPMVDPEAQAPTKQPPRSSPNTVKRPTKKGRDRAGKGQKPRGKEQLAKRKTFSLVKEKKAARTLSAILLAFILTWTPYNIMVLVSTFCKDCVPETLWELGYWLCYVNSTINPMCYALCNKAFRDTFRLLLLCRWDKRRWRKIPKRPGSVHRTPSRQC
M4 antag – CHRM4 antagonism in calcium assay; AID 624125; CHO-hM4 cells, ACh EC80, Fluo-8 calcium fluorescence; inhibition, % at 3 µM; 360,000 tested, 0.73% active;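 active means inhibition above its plate's cutoff, the mean inhibition of sample wells plus 3 SD, cut at about 27% in these data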;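 further: 0% = acetylcholine EC80 with DMSO and 100% = DMSO without agonist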
CRFBP-R2 block – blocks CRF-induced signaling of the CRF-BP/CRF-R2 complex; HEK293 CRF-R2/CRF-BP, CRF-induced calcium fluorescence; inhibition, % at 11.8 µM; 350,000 tested, 0.59% active; AID 588475;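 active means inhibition of the ligand-induced calcium signal above about 50% at the single tested concentration, limit read from the data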
CHRM4 PAM – potentiates acetylcholine response at human M4 receptor | P08173 | CHO-K1 hM4/Gqi5, Fluo-8 calcium fluorescence, ACh EC20; 0% = ACh EC20, 100% = maximal ACh | activation, % at 3 µM | 360,000 tested, 0.4% active | AID 624126;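 active means activation above its plate's cutoff, the mean activation of sample wells plus 3 SD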; further: some results filed as inactive read as strong as hits
CHRM5 agonist – agonists of human muscarinic M5 receptor (CHRM5); AID 624037; 360,000 tested, 0.19% active; activation, % at 3 µM; CHO-K1 hM5 cells, Fluo-8 calcium fluorescence; 0% DMSO wells, 100% maximal acetylcholine response; P08912;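 active means activation above the run's mean over test compounds plus 3 SD, cut at about 23% in these data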;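 further: signal is peak over basal fluorescence ratio across the kinetic read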
Target sequence (P08912 whole entry, looked up): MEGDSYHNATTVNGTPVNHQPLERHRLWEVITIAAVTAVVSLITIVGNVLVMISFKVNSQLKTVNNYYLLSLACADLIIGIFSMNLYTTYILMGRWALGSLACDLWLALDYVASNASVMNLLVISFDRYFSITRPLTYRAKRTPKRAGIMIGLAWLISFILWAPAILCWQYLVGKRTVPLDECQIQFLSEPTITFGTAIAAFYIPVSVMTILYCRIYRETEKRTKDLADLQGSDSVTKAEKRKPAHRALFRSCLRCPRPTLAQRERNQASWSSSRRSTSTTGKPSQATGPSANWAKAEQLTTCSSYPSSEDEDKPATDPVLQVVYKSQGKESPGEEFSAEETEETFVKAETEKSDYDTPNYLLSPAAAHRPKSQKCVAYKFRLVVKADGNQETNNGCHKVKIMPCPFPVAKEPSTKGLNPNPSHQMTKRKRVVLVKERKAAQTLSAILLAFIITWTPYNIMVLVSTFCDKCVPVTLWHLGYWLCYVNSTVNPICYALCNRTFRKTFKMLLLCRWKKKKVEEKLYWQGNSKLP
CHRM5 PAM – CHRM5 positive allosteric modulation. CHO-K1 hM5, Fluo-8 calcium, ACh EC20 PAM; 0% = ACh EC20, 100% = ACh EC100. activation, % at 3 µM. 360,000 tested, 0.3% active. AID 624038;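 active means activation above the run cutoff, the mean activation of all test compounds plus 3 SD, cut at about 18% in these data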
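System: CHO-K1 cell line with stable human muscarinic M5 receptor expression | Also added: EC20 acetylcholine as agonist stimulus | Compound: One concentration, 3 µM final (nominal) | Timing: Fluo-8 loading 80 min at 37 °C plus 30 min room temperature | Measured by: Fluo-8 calcium dye fluorescence, kinetic read | Read-out basis: % activation, ACh-normalized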
CHRM4 agonist – CHRM4 agonism in calcium assay | CHO-K1 hM4/Gqi5, Fluo-8 calcium fluorescence; vehicle 0%, full acetylcholine response 100% | activation, % at 3 µM | 360,000 tested, 0.14% active | AID 624127;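 active means activation above the run mean over all test wells plus 3 SD, cut at about 32% in these data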;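 further: peak over basal fluorescence ratio per well then scaled between controls; 0% = DMSO wells and 100% = acetylcholine at EC100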
CHRM5 antagonist – blocks acetylcholine activation of human M5 receptor; P08912; CHO-hM5 cells, Fluo-8 calcium fluorescence, ACh EC80; inhibition, % at 3 µM; 360,000 tested, 0.59% active; AID 624040;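 active means inhibition above a per-plate cutoff, the mean of that plate's test compounds plus 3 SD, cut at about 27% in these data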;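 further: 0% = acetylcholine EC80 with DMSO and 100% = DMSO without agonist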
CRFBP-R2 agonist – agonists of human CRF-binding protein/CRF-R2 receptor complex; AID 588473; 350,000 tested, 0.46% active; activation, % at 13.2 µM; HEK293 CRF-R2/CRF-BP, calcium dye fluorescence (FLIPR); percent of saturating CRF peptide response;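 active means activation of at least 50%, plus an integration ratio under a set limit after plate pattern correction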;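 further: plate controls were neutral control wells without compound for no effect and CRF at EC100 for full effect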
Active calls of the source: *; / = not tested or not shown.

SMILES	CHRM1 PAM	M4 antag	CRFBP-R2 block	CHRM4 PAM	CHRM5 agonist	CHRM5 PAM	CHRM4 agonist	CHRM5 antagonist	CRFBP-R2 agonist
CCCCn1c(N)c(N(CCOC)C(=O)c2cc(CC)c(C)s2)c(=O)[nH]c1=O	14	-5	2	10	3	2	-1	2	0.7
O=C(Cn1cnc2ccc(Cl)cc2c1=O)NC1CCS(=O)(=O)C1 (stereo unspecified)	16	-11	-3	19	1	6	1	-7	2.2
CSc1nnc(NC(=O)c2cc3ccccc3oc2=O)s1	11	-9	-10	4	1	-5	1	-2	-0.1
C[C@H](NC(=O)c1ccco1)C(=O)Nc1cc(S(=O)(=O)N2CCCC2)ccc1OCC(F)(F)F	3	6	2	13	3	-7	4	13	-0.3
CNc1nc(-c2ccc3c(c2)CCN3S(=O)(=O)c2ccccc2)c(C)s1	-4	10	-5	-11	-1	-7	2	-5	0.0
O=C(NC(=S)NNS(=O)(=O)c1ccccc1)c1ccccc1[N+](=O)[O-]	3	4	7	9	0	-2	0	7	0.8
CC1CN(S(=O)(=O)c2cccc(C(=O)Nc3ccccc3N3CCOCC3)c2)CC(C)O1 (stereo unspecified)	7	-13	0	8	-4	-3	3	-3	-1.3
CC(=O)Nc1ccc(S(=O)(=O)Nc2cccc(-c3cn4cccnc4n3)c2)cc1	3	3	18	-4	-4	-8	1	20	-3.8
CCCCNS(=O)(=O)c1ccc2nc(-c3cccnc3)cc(C(=O)NCCCOC)c2c1	-7	-2	31	1	1	18	4	-1	-1.1
COc1cccc(-c2cccc3c2NC(=O)C3(C)Cc2cccc(F)c2)c1 (stereo unspecified)	3	-18	/	-4	-1	-2	1	-8	/
COc1ccc(NC(=O)N2CCCC2C(=O)NCc2ccc(F)cc2)cc1 (stereo unspecified)	7	0	-10	2	0	-11	1	10	-1.0
CCC1CN(C(=O)NCc2ccc(F)cc2)c2cc(C)ccc2O1 (stereo unspecified)	-4	-18	19	1	-8	-4	0	7	-5.4

2 of the compounds above, as labelled records:
CCCCNS(=O)(=O)c1ccc2nc(-c3cccnc3)cc(C(=O)NCCCOC)c2c1
- CHRM1 PAM: -7
- M4 antag: -2
- CRFBP-R2 block: 31
- CHRM4 PAM: 1
- CHRM5 agonist: 1
- CHRM5 PAM: 18
- CHRM4 agonist: 4
- CHRM5 antagonist: -1
- CRFBP-R2 agonist: -1.1

COc1cccc(-c2cccc3c2NC(=O)C3(C)Cc2cccc(F)c2)c1 (stereo unspecified)
- CHRM1 PAM: 3
- M4 antag: -18
- CRFBP-R2 block: /
- CHRM4 PAM: -4
- CHRM5 agonist: -1
- CHRM5 PAM: -2
- CHRM4 agonist: 1
- CHRM5 antagonist: -8
- CRFBP-R2 agonist: /

Next part.
SMILES	CHRM1 PAM	M4 antag	CRFBP-R2 block	CHRM4 PAM	CHRM5 agonist	CHRM5 PAM	CHRM4 agonist	CHRM5 antagonist	CRFBP-R2 agonist
COc1ccc(NC(=O)c2c(F)c(F)c(F)c(F)c2F)cc1Cl	-8	-3	4	-5	-8	-11	7	7	2.4
C=CCc1ccc(OCCCOc2ccc(C)c(C)c2)c(OC)c1	-3	-3	19	12	-4	2	0	3	1.6
CCN1C(=NCCc2cccnc2)N[C@@H](c2ccccc2)[C@H](C(=O)OC)[C@H]1C	1	7	6	3	-6	-1	-1	2	-0.7
O=S(=O)(Nc1cccc(S(=O)(=O)N2CCOCC2)c1)c1ccc(Cl)s1	14	-8	5	5	5	1	2	-11	-3.5
Cn1nnnc1SCC(=O)Nc1ccccc1N1CCCCC1	9	-6	5	8	-4	3	0	6	0.0
O=C(CSc1nnc(-c2ccccc2Cl)o1)N1CCOCC1	10	-3	-1	0	-1	-4	0	4	1.5
N#Cc1nc(N2CCOCC2)nc(N2CCOCC2)n1	5	-1	-2	5	0	0	0	1	-0.8
CCC1(C)Cc2ccccc2/C(=C/C(=O)N2CCCCC2)N1 (stereo unspecified)	0	4	-2	-5	-4	-11	-2	6	7.2
O=C(CSc1nnc(NC(=O)c2cccc(F)c2)s1)NCc1ccco1	4	4	1	0	-2	0	1	1	0.8
CCn1c(SCC(=O)Nc2ccc(OC)c(OC)c2)nnc1-c1ccco1	-1	-8	4	2	4	5	1	0	-2.2
CCN(CC)CCCNC(=O)CCn1nc(-c2ccccc2)ccc1=O	-9	13	-19	-4	-1	-3	0	16	-1.9
O=C(CCNC(=O)c1ccccc1Cl)NCCc1ccc(C(F)(F)F)cc1	12	-8	3	0	1	-4	2	4	-1.6
COc1cccc(-n2c(SCC(=O)N3c4ccccc4CC3C)nnc2-c2ccco2)c1 (stereo unspecified)	2	-4	6	-5	-2	-6	2	0	-0.4
Cc1ccn(-c2cccc(-n3ccc(C)n3)n2)n1	6	5	2	6	0	-1	1	-5	-0.1
CCN(Cc1ccccc1)S(=O)(=O)c1csc(C(N)=O)c1	6	2	-16	-1	-2	-5	3	16	1.0
Cc1cc(-n2c(C)cc(C(=O)CN3C(=O)NC4(CCCCC4C)C3=O)c2C)no1 (stereo unspecified)	4	-2	-10	-4	2	-9	2	-3	-0.2
O=C(Cc1ccc(Br)cc1)NNC(=O)Nc1ccc(Cl)cc1	11	0	14	3	-1	-4	1	6	-2.4
CCCCc1nc(NCC2CCCO2)c(C#N)c2c1COC(C)(C)C2 (stereo unspecified)	-2	-8	-29	4	-8	0	0	-3	-1.6
CN(C)C1=NC[C@H](Cc2ccccc2)N1CCCCc1ccccc1	-23	26	-8	-11	-10	1	4	7	0.0
O=C1CC(c2ccc(F)cc2)Cc2nc(N3CCOCC3)ncc21 (stereo unspecified)	5	-7	9	1	0	-7	1	2	-2.5
CCC(C)(C)n1nnnc1CN1CCN(c2ccc(OC)cc2)CC1	2	-10	11	-5	-3	-6	1	1	1.1
COc1ccc(N2C(=O)[C@@H]3[C@H](C2=O)[C@H](C(C)=O)N2c4ccccc4C=C[C@@H]32)cc1	4	-2	0	-4	4	-5	2	7	1.4
COc1ccc(-c2cc(C(=O)Nc3cc(C)ccc3O)no2)cc1	11	-9	-5	-2	-3	4	3	0	-2.2
C[C@@H](NCCCn1cnc2c(OCc3ccccc3)ncnc21)c1cccc2ccccc12	-9	0	-21	-5	0	-2	9	0	1.9

Grouped by structure: those above containing an aryl thioether with sulfur outside any ring.
SMILES	CHRM1 PAM	M4 antag	CRFBP-R2 block	CHRM4 PAM	CHRM5 agonist	CHRM5 PAM	CHRM4 agonist	CHRM5 antagonist	CRFBP-R2 agonist
CSc1nnc(NC(=O)c2cc3ccccc3oc2=O)s1	11	-9	-10	4	1	-5	1	-2	-0.1
Cn1nnnc1SCC(=O)Nc1ccccc1N1CCCCC1	9	-6	5	8	-4	3	0	6	0.0
O=C(CSc1nnc(-c2ccccc2Cl)o1)N1CCOCC1	10	-3	-1	0	-1	-4	0	4	1.5
O=C(CSc1nnc(NC(=O)c2cccc(F)c2)s1)NCc1ccco1	4	4	1	0	-2	0	1	1	0.8
CCn1c(SCC(=O)Nc2ccc(OC)c(OC)c2)nnc1-c1ccco1	-1	-8	4	2	4	5	1	0	-2.2
COc1cccc(-n2c(SCC(=O)N3c4ccccc4CC3C)nnc2-c2ccco2)c1 (stereo unspecified)	2	-4	6	-5	-2	-6	2	0	-0.4

Next section
SMILES	CHRM1 PAM	M4 antag	CRFBP-R2 block	CHRM4 PAM	CHRM5 agonist	CHRM5 PAM	CHRM4 agonist	CHRM5 antagonist	CRFBP-R2 agonist
COc1ccsc1C(=O)Nc1ccc(F)cc1F	3	-6	13	0	-5	0	0	-2	2.1
Cc1ccc(N2CC(C)Cn3c2nc2c3c(=O)n(CC(=O)OCc3ccccc3)c(=O)n2C)cc1C (stereo unspecified)	8	3	6	-1	2	2	1	2	0.9
CCOC(=O)CC(=O)CSc1nc2c(c(-c3cccs3)c1C#N)CCC2	9	4	-8	1	-4	-4	0	3	0.5
CC(C)[C@H](NC(=O)c1ccccc1)C(=O)OCC(=O)NCc1ccc2c(c1)OCO2	8	-3	12	2	-3	-10	1	20	0.6
O=C(NCCCl)C1Cc2c(ccc3ccccc23)O1 (stereo unspecified)	1	7	2	-1	3	2	1	5	3.4
CCCOC(=O)CCNc1n[nH]c(=O)[nH]c1=O	11	-4	-27	-3	3	3	0	0	1.2
CN(Cc1ccccc1)c1cc(Cl)nc(N)n1	4	-3	22	-1	2	-2	4	0	-4.3
O=C1CCNc2cc3ccccc3cc21	10	14	3	9	0	4	0	-6	17
CCc1nc(Sc2nnnn2-c2ccccc2)c2c3c(sc2n1)CCCC3	-5	8	15	-5	-1	-4	0	4	1.5
CC(=O)c1ccc(S(=O)(=O)N2CCC3(CC2)CC(=O)c2ccccc2O3)cc1	-7	2	15	-7	-2	-12	3	15	-1.0
O=[N+]([O-])c1cccnc1S(=O)(=O)c1ccccc1	4	12	8	5	0	-1	1	5	-1.4
CC(=O)c1cccc(NC(=O)Nc2c(C)nn(C)c2C)c1	9	1	-19	-2	1	-1	0	2	-0.3
Cc1nc(NC(=O)c2ccc(OCC(C)C)cc2)sc1Cc1ccc2c(c1)OCO2	2	-19	-7	2	-9	-7	2	1	2.5
O=C(O)C1Nc2ccc(C(F)(F)F)cc2C2OCCC12 (stereo unspecified)	7	0	5	1	5	-1	0	8	-1.1
Nc1c(CNCc2nnn(Cc3ccccc3)c2N)nnn1Cc1ccccc1	10	-11	-1	6	-2	-6	0	-3	-0.8
Fc1ccc(C(c2nnnn2C2CCCC2)N2CCN(Cc3ccncc3)CC2)cc1 (stereo unspecified)	5	5	13	17	-4	-1	0	-3	0.4
C#CCONC(=O)c1cc(OCC(F)(F)F)ccc1OCC(F)(F)F	-5	0	-1	5	0	-1	0	7	-0.5
CCN(CC(=O)NCc1ccc(F)cc1)C(=O)C1CC1C (stereo unspecified)	-6	7	-32	-4	-1	5	-1	1	3.3
COc1ccc(OC)c(NC(=O)C(=O)NNC(=O)COc2ccc(Br)cc2C)c1	7	9	-2	0	2	2	0	5	2.4
Clc1ccc(-c2noc(CCCOc3ccccc3)n2)cc1	0	-1	-16	0	-4	-10	0	4	4.3
CCn1c(COc2ccccc2)nnc1SCC(=O)NC1CC1	15	-16	3	13	-1	1	1	2	-0.5
COCc1ccc(CN2CCCC(C(=O)Nc3ccc(-c4cscn4)cc3)C2)o1 (stereo unspecified)	0	-2	-11	2	0	5	6	-8	1.7
O=C(CCc1nc2ccccc2s1)NC1CCOC1=O (stereo unspecified)	2	-6	9	2	2	-2	0	1	-3.4
CCNC(=S)NCC	7	6	-3	2	2	1	0	4	0.5

Record cards, as listed above. Screens in order: CHRM1 PAM | M4 antag | CRFBP-R2 block | CHRM4 PAM | CHRM5 agonist | CHRM5 PAM | CHRM4 agonist | CHRM5 antagonist | CRFBP-R2 agonist
`CCn1c(COc2ccccc2)nnc1SCC(=O)NC1CC1` is listed as 15 | -16 | 3 | 13 | -1 | 1 | 1 | 2 | -0.5
`COc1ccc(OC)c(NC(=O)C(=O)NNC(=O)COc2ccc(Br)cc2C)c1` is listed as 7 | 9 | -2 | 0 | 2 | 2 | 0 | 5 | 2.4
`CCN(CC(=O)NCc1ccc(F)cc1)C(=O)C1CC1C` (stereo unspecified) is listed as -6 | 7 | -32 | -4 | -1 | 5 | -1 | 1 | 3.3
`Cc1nc(NC(=O)c2ccc(OCC(C)C)cc2)sc1Cc1ccc2c(c1)OCO2` is listed as 2 | -19 | -7 | 2 | -9 | -7 | 2 | 1 | 2.5
`COCc1ccc(CN2CCCC(C(=O)Nc3ccc(-c4cscn4)cc3)C2)o1` (stereo unspecified) is listed as 0 | -2 | -11 | 2 | 0 | 5 | 6 | -8 | 1.7
